hIAP activ – human IAP activation | purified human IAP, CDP-Star luminescence, 30 min; stronger effect = higher value; 1 = vehicle-only enzyme, 0 = enzyme-free background | AID 2524 | activation factor at 10 µM | P09923 | actives 0.16% (n = 330,000);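 active means activation factor of the enzyme at least 2-fold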; further: the source names both 10 and 20 µM as test concentration; values of inactives mirror those of a sister screen read the other way
Target sequence (P09923 whole entry, looked up): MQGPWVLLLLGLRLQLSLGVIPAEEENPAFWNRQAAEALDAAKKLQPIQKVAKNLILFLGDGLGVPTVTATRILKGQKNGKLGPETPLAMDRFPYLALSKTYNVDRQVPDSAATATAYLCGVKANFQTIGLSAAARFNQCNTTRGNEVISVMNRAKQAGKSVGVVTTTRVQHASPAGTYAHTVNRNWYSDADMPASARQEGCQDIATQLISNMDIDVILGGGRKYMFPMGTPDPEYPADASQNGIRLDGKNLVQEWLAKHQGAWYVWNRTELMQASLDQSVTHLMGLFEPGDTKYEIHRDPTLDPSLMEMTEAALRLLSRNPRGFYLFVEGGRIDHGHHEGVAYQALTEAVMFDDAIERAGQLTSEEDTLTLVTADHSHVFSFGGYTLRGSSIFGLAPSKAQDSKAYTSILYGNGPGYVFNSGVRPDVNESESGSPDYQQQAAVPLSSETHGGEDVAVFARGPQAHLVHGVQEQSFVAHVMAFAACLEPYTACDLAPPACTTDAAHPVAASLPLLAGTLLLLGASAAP
beta cell repl – inducers of beta-cell replication in MIN6 cells; MIN6 cells proliferation, ATPlite luminescence, 48 h; cells starved in 0.2% serum; 100% = growth in 10% serum; proliferation, % at 10 µM; actives 0.29% (n = 330,000); AID 2380;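 active means compounds whose signal lies at least 3.5 SD above the mean of all wells on their plate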;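 further: 0% = DMSO-treated cells in low-serum medium and 100% = 10% serum control; some compounds called inactive have numbers as strong as hits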
hIAP inh – human IAP inhibition. P09923. purified IAP, CDP-Star luminescence, 30 min. inhibition, % at 10 µM. actives 0.12% (n = 330,000). AID 2544;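 active means inhibition reaching a set limit with compound at 10 µM in the primary screen, cut at about 35% in these data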;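 further: plate controls were DMSO wells with enzyme for no effect and no-enzyme buffer wells for full effect; values of inactives mirror those of a sister screen read the other way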
mIAP activ – increases mouse intestinal alkaline phosphatase activity | muIAP, CDP-Star luminescence, 30 min; stronger effect = higher value; 1 = vehicle-only enzyme signal, 0 = enzyme-free wells | activation factor at 10 µM | actives 0.24% (n = 330,000) | AID 2805;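 active means activation factor of at least 2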; further: the source names both 10 and 20 µM as test concentration; values of inactives mirror those of a sister screen read the other way
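System: mouse IAP enzyme. Reagent: CDP-Star chemiluminescent phosphatase substrate. Benchmarks: DMSO wells, no-enzyme wells. Times: 30 min enzyme-substrate-compound incubation at room temperature. Detection: luminescence from enzymatic CDP-Star hydrolysis. Doses: test compounds delivered from DMSO solution.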
APOBEC3G inh – APOBEC3G (human) deaminase inhibition; AID 493012; Q9HC16; inhibition, % at 20 µM; actives 0.28% (n = 330,000); recombinant A3G, ssDNA deamination FAM/TAMRA fluorescence;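 active means inhibition of at least 40% at 20 µM, with no more than 30% in the related APOBEC3A deaminase screen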;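 further: plate controls were DMSO wells with A3G for no effect and wells lacking A3G enzyme for full effect; some compounds called inactive have numbers as strong as hits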
Target sequence (Q9HC16 whole entry, looked up): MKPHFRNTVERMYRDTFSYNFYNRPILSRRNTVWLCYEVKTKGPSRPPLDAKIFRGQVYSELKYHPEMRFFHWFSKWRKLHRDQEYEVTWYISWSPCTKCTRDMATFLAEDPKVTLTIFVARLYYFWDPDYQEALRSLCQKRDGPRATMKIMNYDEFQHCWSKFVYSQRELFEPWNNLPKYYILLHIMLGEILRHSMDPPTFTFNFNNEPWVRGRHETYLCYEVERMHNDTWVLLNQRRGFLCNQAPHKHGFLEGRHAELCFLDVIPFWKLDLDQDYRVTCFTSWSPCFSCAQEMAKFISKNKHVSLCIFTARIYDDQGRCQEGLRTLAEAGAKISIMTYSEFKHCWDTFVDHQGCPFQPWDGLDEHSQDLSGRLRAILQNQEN
ATG4B inhibitor – inhibitors of human ATG4B cysteine protease | Q9Y4P1 | ATG4B cleavage of LC3-PLA2, NBD-HPC fluorescence, 1 h | inhibition, % at 8.33 µM | actives 0.51% (n = 340,000); in the data active means inhibition above about 40%
mIAP inh – blocks mouse intestinal alkaline phosphatase; purified mouse IAP, CDP-Star luminescence, 30 min; inhibition, % at 10 µM; actives 0.2% (n = 330,000); AID 2806;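 active means inhibition of at least 40% at 10 µM in the primary screen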;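 further: plate controls were DMSO with enzyme for no effect and no enzyme wells for full effect; values of inactives mirror those of a sister screen read the other way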
MPTP block – blocks calcium-induced mitochondrial swelling. inhibition, % at 10 µM. actives 1.4% (n = 360,000). isolated mouse mitochondria, Ca2+ swelling absorbance, 30 min;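 active means inhibition of 50% or more, scaled per plate between neutral and stimulator controls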;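 further: 0% = DMSO wells given calcium and 100% = 1 mM EGTA wells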
A3A deaminase – human APOBEC3A DNA deaminase inhibition; P31941; recombinant A3A, FAM/TAMRA ssDNA deamination fluorescence; inhibition, % at 20 µM; actives 0.41% (n = 330,000); AID 493011;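 active means at least 40% inhibition at 20 µM here, with at most 30% in a related deaminase screen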;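 further: plate controls were A3A with DMSO for no effect and wells lacking A3A enzyme for full effect; some results filed as inactive read as strong as hits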
Numbers without * were called inactive; nt = not tested or not shown. The order is random, and some 3.3% of all compounds hit somewhere here.

SMILES	hIAP activ	beta cell repl	hIAP inh	mIAP activ	APOBEC3G inh	ATG4B inhibitor	mIAP inh	MPTP block	A3A deaminase
CCN(CC)S(=O)(=O)c1ccc(C(=O)N2CCN(CCN3C(=O)c4cccc5cccc(c45)C3=O)CC2)cc1	1.2	-2.6	-19.7	0.938	-8.9	nt	6.2	nt	-4.0
COC(=O)C(NS(=O)(=O)c1ccc(F)cc1)c1ccccc1 (stereo not drawn)	1.12	-0.2	-12.4	1.14	-1.9	-6.7	-14.1	-0.2	1.5
COc1ccc(S(=O)(=O)N2CCC(C(=O)NCCc3ccccc3)CC2)cc1OC	0.995	-1.4	0.5	0.956	3.9	-2.9	4.4	-0.8	2.2
COC(=O)Nc1[nH]ncc1[N+](=O)[O-]	1.1	-0.9	-9.6	0.99	-3.9	1.2	1.0	5.1	3.2
COc1cccc(NC(=O)NCc2ccc(F)cc2)c1	0.774	-0.2	22.6	1.11	-4.8	46.2*	-10.6	3.5	-1.6
O=C(COC(=O)c1ccc(F)c(S(=O)(=O)N2CCCCC2)c1)NCc1ccc(F)cc1	1.09	-2.4	-9.2	0.919	-6.9	-7.1	8.1	2.7	-3.0
COc1ccc(-c2nnn(Cc3ccccc3F)n2)cc1	1.13	-1.8	-13.0	0.992	2.9	-5.4	0.8	0.3	-16.6
CC(=O)NC(CC(=O)NNC(=O)COc1c(C)cccc1C)c1ccccc1 (stereo not drawn)	1.42	-3.1	-41.5	0.997	-6.0	-4.2	0.3	-0.9	-0.3
Cc1ccnc(N2CCCC(C(=O)NCc3cccs3)C2)n1 (stereo not drawn)	1.06	0.8	-5.8	0.952	2.2	-8.1	4.8	0.2	0.2
Cc1cccc(N2CCN(C(=O)C3COc4ccccc4O3)CC2)c1C (stereo not drawn)	1.11	-4.4	-10.6	1.01	0.2	18.3	-1.2	4.9	2.8
COC(=O)C1=C(C)N(c2ccc(S(N)(=O)=O)cc2)C(=O)C1	1.04	-2.6	-4.1	1.1	-0.5	-4.7	-9.6	0.1	0.9
CN1C2CCC1CC(NC(=O)c1cc(S(=O)(=O)N(C)C)c(Cl)cc1Cl)C2 (stereo not drawn)	1.06	-4.5	-6.2	0.968	-1.7	-9.1	3.2	-0.9	0.8
CCc1nn(CCCC(=O)Nc2ccc(C)c(C)c2)c(=O)c2cc3occc3n12	1.06	9.7	-5.6	1.01	-5.8	-1.8	-0.7	-1.1	-5.1
CSc1cccc(CN2CCN(Cc3ccc(F)c(F)c3)C(CCO)C2)c1 (stereo not drawn)	1.09	1.8	-9.2	1.06	0.9	4.0	-5.9	0.6	1.0
CCOc1ccc(OCc2cccc(C(=O)N3CCOCC3)c2)cc1	0.954	-3.4	4.6	0.977	-6.8	-3.9	2.3	-0.4	-1.6
CCC1CCCCN1S(=O)(=O)c1ccc(C(=O)Nc2nnc(-c3cccs3)o2)cc1 (stereo not drawn)	1.09	-3.5	-9.0	0.837	-3.7	-5.0	16.3	-26.9	-1.5
O=C(Oc1ccc2ccc(O)cc2c1)C1CCCCC1	0.963	-0.9	3.7	0.997	-5.7	-5.0	0.3	-0.3	3.1
CCc1c(C)nc(SCC(=O)Nc2ccc3c(c2)OCCO3)[nH]c1=O	1.21	-2.3	-20.8	1.01	-1.2	-4.5	-1.2	0.7	-0.3
Cc1ccc(NC(=O)C2=CC(c3cccs3)=NS(=O)(=O)N2C)cc1	1.04	-0.6	-4.0	0.908	-0.2	-0.2	9.2	0.1	-0.4
COc1ccc(C(=O)C2CCCN(C(=O)c3cnsn3)C2)c(C)c1 (stereo not drawn)	1.02	0.8	-2.4	1.06	-0.7	-2.9	-6.4	1.8	-8.9
CCOC(=O)C1=C(N)N2C(=O)C(C)SC2=C(C(=O)OC)C1c1cccc(OC)c1 (stereo not drawn)	1	-3.7	-0.3	0.913	-1.6	3.7	8.7	2.2	-4.0
CCCn1c(=O)c2ccccc2n2c(SCCOc3ccc(C)cc3)nnc12	0.934	0.0	6.6	0.953	2.2	-7.2	4.7	2.9	-4.9
Cc1ccc(OCC(=O)N2CCc3ccccc32)cc1	1.1	-3.7	-9.9	1.01	-2.8	-0.3	-1.0	0.7	-3.6
COc1cc(/C=C2/SC(=NCc3ccccc3)N(Cc3ccccc3)C2=O)ccc1O	0.958	-5.5	4.2	0.887	-10.3	4.2	11.3	-3.9	-6.2
CCC(CC)n1[nH]c(=O)c2c(C)cc(C)nc21	0.933	-2.6	6.7	0.936	3.5	-2.5	6.4	0.8	-1.1
CCOc1ccc(-c2c(C(=O)N/N=C(\C)c3cccs3)nnn2-c2nonc2N)cc1	1.05	-3.2	-5.1	0.894	-2.3	3.0	10.6	0.7	-0.6
O=C1c2cccc3cccc(c23)C(=O)N1c1nncs1	1.01	-3.8	-1.2	1.06	2.3	-8.0	-6.0	-4.9	2.0
CCc1ccc([C@@H]2CC=C(C(=O)O)[C@H](c3ccccc3)N2S(=O)(=O)c2ccc(C)cc2)cc1	1.24	-5.5	-24.3	1.06	-8.1	12.0	-5.6	1.3	-1.5
CCOC(=O)c1[nH]c(C)c(C(=O)NCC2CCCO2)c1C (stereo not drawn)	0.944	-0.2	5.6	1.03	-6.2	0.1	-3.2	-0.1	2.6
Cc1ccc(NP(=O)(c2ccc(N(C)C)cc2NC(=O)c2cccs2)N2CCOCC2)cc1Cl (stereo not drawn)	0.948	0.0	5.2	0.929	-6.4	6.1	7.1	-0.2	1.4
CC1(OC(=O)c2ccc(Cl)nc2)C(=O)C=C2C=C(C3CC3)OC=C2C1=O (stereo not drawn)	0.864	-1.9	13.6	0.845	-9.7	nt	15.5	nt	-4.4
CC(C)N(Cc1ccccc1)C(=O)CCS(=O)(=O)c1ccc2c(c1)oc(=O)n2C	0.944	-0.4	5.6	1.05	4.4	0.5	-5.3	-1.8	0.9
Cc1c(N=c2c(=O)c3ccccc3c2=O)c(=O)n(-c2ccccc2)n1C	0.936	-2.8	6.4	0.957	-7.4	nt	4.3	nt	-5.7
Cc1cccc(C)c1NC(=O)COC(=O)c1ccccc1[N+](=O)[O-]	1.04	0.8	-4.3	1.01	-6.6	6.1	-0.9	2.5	-1.6
Cc1ccc(CN2CCN(Cc3ccccn3)CC2CCO)cc1 (stereo not drawn)	1.18	-1.5	-18.0	1.03	-2.1	-7.7	-3.1	-0.4	-4.2
CCCN1CCC(=O)N([C@H](CSc2ccc(OC)cc2)Cc2ccccc2)CC1	1.06	-6.7	-6.2	1.05	-6.9	-6.6	-4.9	-1.2	-2.6
COc1cccc(C(=O)NCCS(=O)(=O)N2CCC(C)CC2)c1	0.898	1.2	10.2	1	-8.4	3.6	-0.2	-2.0	-2.7
COc1ccc(C(=O)N2CCC(C(=O)Nc3ccccc3OC)CC2)cc1	1.02	0.4	-1.8	0.994	-6.2	-9.5	0.6	0.5	-5.6
CCCCCC(=O)Nc1nnn(CCC)n1	0.966	-3.0	3.4	0.971	-5.8	2.1	2.9	-2.8	4.5
CC(C)Oc1ccc(C(=O)Nc2nc3ccccc3[nH]2)cc1	1.33	-3.8	-33.3	1.04	-5.9	-4.8	-3.6	-1.2	0.0
CCC(NC(=O)c1ccccc1NC(=O)C(C)(C)C)C(=O)N1CCCC1 (stereo not drawn)	0.992	0.0	0.8	0.973	-6.7	-0.8	2.7	-0.6	-3.5
COc1ccc(-c2cc(C(=O)Nc3cc(C)n(Cc4ccc(Cl)cc4)n3)no2)cc1OC	0.853	0.2	14.7	0.832	-7.6	-5.0	16.8	-1.4	-2.9
COc1ccc(CCN(C)C(=O)c2cc(S(=O)(=O)N3CCCCC3)ccc2Cl)cc1OC	1.05	11.1	-5.4	1.04	-4.7	-1.5	-4.0	-1.3	0.4
CC[C@]12c3[nH]c4cc(-c5ccco5)ccc4c3CCN1C(=O)[C@@H](CC(=O)NC(C)(C)C)C[C@@H]2C(=O)N1CCN(C(=O)c2ccco2)CC1	nt	nt	nt	0.99	3.6	-8.3	1.0	0.7	2.7
CCOC(=O)c1cnc2c(c(C)nn2-c2ccc(C)cc2)c1Cl	0.816	-6.8	18.4	0.964	-8.1	5.8	3.6	-0.1	-3.3
C/C=C/c1ccc(OCC(=O)OCc2csc(Nc3ccc(C)cc3)n2)c(OC)c1	1.03	-3.6	-2.6	0.856	2.6	-4.1	14.4	-4.9	3.9
C#CCn1c(=NC(=O)CN2C(=O)CCC2=O)sc2cc(S(N)(=O)=O)ccc21	0.861	-2.1	13.9	0.936	-7.8	2.8	6.4	-1.7	-5.5
CC(C)c1ccc2[nH]c(O)c(N=NC(=O)c3cccc(S(=O)(=O)Nc4ccc(Cl)cc4)c3)c2c1	1.04	-1.5	-3.7	1.02	-3.0	-1.3	-1.7	0.1	0.6
O=[N+]([O-])c1cnc2nc(-c3ccncc3)nn2c1O	1.04	-0.8	-4.5	1.09	9.0	-7.3	-9.3	-0.4	3.1
C=CCNC(=O)C1CCCN(S(=O)(=O)c2ccc(-n3cnnn3)cc2)C1 (stereo not drawn)	0.92	-3.4	8.0	0.967	-10.2	-3.5	3.3	-0.3	0.3
CCn1c(CSc2nnc(-c3cccnc3)n2-c2ccccc2C)nc2cc(C(=O)O)ccc21	0.999	-1.8	0.1	1.08	-4.9	nt	-7.7	nt	3.9
CCC/C(=C1/c2ccccc2C(=O)N1c1ccccc1)c1ccc2c(c1)OCO2	0.889	-7.1	11.1	1.01	-10.5	-2.7	-1.1	29.4	-2.9
CCCCNC(=O)Cc1cc(=O)[nH]c(=O)[nH]1	0.962	-2.2	3.8	1.06	-7.3	-5.1	-6.1	-0.5	-1.2
CN1CCN(CC(O)COCc2ccc3c(c2)OCO3)CC1 (stereo not drawn)	0.998	0.8	0.2	1.08	-4.5	0.2	-8.5	-0.5	-5.3
Cc1cc(/C=N/Nc2ncnc(N)c2[N+](=O)[O-])c(C)n1-c1ccccc1	0.893	-5.3	10.7	0.892	-3.5	3.3	10.8	-0.6	-2.9
COc1ccc(NC(=O)N2CCc3ccccc3C2)c(OC)c1	0.844	-0.2	15.6	1	-0.5	-5.5	-0.1	-1.3	-1.5
COc1ccc(C(=O)OCC(=O)Nc2ccc(OC(F)F)cc2)c(OC)c1	1.08	-4.1	-8.3	0.985	-2.6	-5.8	1.5	0.1	-1.9
Cc1ccc(-c2csc(=S)n2CC(=O)OCC(=O)NC(C)C(C)C)cc1 (stereo not drawn)	1.2	-4.2	-19.7	1.05	-5.4	-6.7	-5.5	-1.1	-6.2

Some of the entries above in a different format.
| Compound | hIAP activ | beta cell repl | hIAP inh | mIAP activ | APOBEC3G inh | ATG4B inhibitor | mIAP inh | MPTP block | A3A deaminase |
| --- | --- | --- | --- | --- | --- | --- | --- | --- | --- |
| CCn1c(CSc2nnc(-c3cccnc3)n2-c2ccccc2C)nc2cc(C(=O)O)ccc21 | 0.999 | -1.8 | 0.1 | 1.08 | -4.9 | nt | -7.7 | nt | 3.9 |
| CCC/C(=C1/c2ccccc2C(=O)N1c1ccccc1)c1ccc2c(c1)OCO2 | 0.889 | -7.1 | 11.1 | 1.01 | -10.5 | -2.7 | -1.1 | 29.4 | -2.9 |
| CCCCNC(=O)Cc1cc(=O)[nH]c(=O)[nH]1 | 0.962 | -2.2 | 3.8 | 1.06 | -7.3 | -5.1 | -6.1 | -0.5 | -1.2 |

Assay outcomes deposited in PubChem BioAssay by Sanford-Burnham Center for Chemical Genomics.
